Bioassay records (PubChem BioAssay)
MLLE-PAM2 inh: inhibitors of microRNA-mediated deadenylation, human PABP1 MLLE binding; P11940; GST-MLLE / FITC-PAM2 fluorescence polarization; inhibition, % at 20 µM; hit rate 0.36% among 360,000; AID 588489; in the data active = inhibition above about 35%, passing the limit was not always enough;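 also: plate controls were DMSO wells with GST-MLLE for no effect and wells lacking GST-MLLE protein for full effect; some results filed as inactive read as strong as hits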
FAS TE block: blocks the thioesterase domain of human fatty acid synthase. hit rate 0.67% among 360,000. inhibition, % at 15 µM. recombinant FAS-TE, OMFH fluorogenic substrate, fluorescence endpoint. P49327. AID 602261;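 active = compounds whose normalised, plate-corrected inhibition of enzyme fluorescence in the single-dose primary screen is 50% or more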;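 also: 0% = DMSO with enzyme and 100% = substrate without enzyme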
MT1-MMP act inh: blocks activation of human MT1-MMP. GFP/RFP ratio change, % at 20 µM. hit rate 0.061% among 360,000. HT1080 RFP-PRO-GFP cells, GFP/RFP ratio fluorescence, overnight; percent of plate control window, DMSO zero. P50281. AID 651647;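 active = GFP/RFP ratio change of at least 30% with cell ATP level not reduced by more than half and red fluorescence within 50% of control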; also: strong numbers were not always called active
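Read-out: GFP/RFP fluorescence ratio; Test system: RFP-PRO-GFP reporter HT1080 cells; Compound dosing: single-point 20 µM compound, 1% DMSO; Times: overnight compound exposure at 37 °C.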
Rpn11 inh: blocks the human proteasome subunit Rpn11; O00487; human 26S proteasome, Ub4-pepOG fluorescence polarization; 20S core pre-blocked with epoxomicin; calls only at 20 µM; hit rate 0.59% among 360,000;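 active = inhibition at 20 µM, scaled to each plate's controls, above about 33%, limit read from the data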
Rin1-Abl PPI inh: inhibitors of human Rin1-Abl protein interaction. AID 588664. inhibition, % at 7.35 µM. TR-FRET Rin1/Abl binding, biochemical. P00519+Q13671. hit rate 0.4% among 360,000; in the data active = inhibition above about 5%, passing the limit was not always enough
CSN deneddyl inh: blocks human CSN-mediated cullin deneddylation; Q92905; Purified CSN, SCF-Nedd8-OG deneddylation, fluorescence polarization; inhibition, % at 12.5 µM; hit rate 0.38% among 360,000;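 active = pattern-corrected inhibition above about 35%, with an unprinted fluorescence ratio check between 0.5 and 1.5, limit read from the data, passing the limit was not always enough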;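 also: 0% = enzyme with substrate and 100% = substrate without enzyme; some results filed as inactive read as strong as hits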
Target sequence (Q92905 whole entry, looked up, one chain of several): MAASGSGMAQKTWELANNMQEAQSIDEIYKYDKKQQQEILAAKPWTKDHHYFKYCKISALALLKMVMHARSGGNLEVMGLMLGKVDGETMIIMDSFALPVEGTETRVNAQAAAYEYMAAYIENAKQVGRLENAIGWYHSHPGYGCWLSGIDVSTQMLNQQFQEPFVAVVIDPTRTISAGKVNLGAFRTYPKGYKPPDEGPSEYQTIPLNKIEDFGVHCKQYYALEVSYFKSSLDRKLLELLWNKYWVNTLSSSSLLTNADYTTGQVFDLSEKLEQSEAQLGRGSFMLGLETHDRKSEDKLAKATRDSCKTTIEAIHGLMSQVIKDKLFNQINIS
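assay system = purified human Csn5 enzyme expressed in HEK293T cells | amount = 0.24 nM enzyme | buffer or medium = Tris/NaCl/DTT buffer, pH 7.5 | reagent = 10 nM SCFSkp2-Nedd8OG | compound = one concentration, 12.5 µM, 0.25% DMSO | times = 90 min reaction at room temperature | signal = FP | read-out basis = % inhibition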
NadD block: inhibitors of Staphylococcus aureus NadD; hit rate 0.78% among 360,000; inhibition, % at 20 µM; purified NadD enzyme, colorimetric absorbance read-out; AID 602399; in the data active = inhibition above about 26%; also: some compounds past the cut are filed as inactive
SKN-1 inh: inhibitors of C. elegans SKN-1 | C. elegans VP596 Pgst-4::GFP/RFP ratio, acrylamide-induced, 24 h | inhibition, % at 21.8 µM | hit rate 0.49% among 360,000;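 active = interference check ratio from 0.5 to 1.5 plus GFP to RFP signal ratio inhibition reaching or exceeding a fixed threshold, cut at about 30% in these data, passing the limit was not always enough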; also: some compounds called inactive have numbers as strong as hits
Neddylation inh: blocks human cullin neddylation. P61081+Q13564. TR-FRET cullin neddylation, biochemical. calls only at 25 µM. hit rate 0.58% among 360,000; in the data active = inhibition above about 36%
Target sequence (P61081 whole entry, looked up): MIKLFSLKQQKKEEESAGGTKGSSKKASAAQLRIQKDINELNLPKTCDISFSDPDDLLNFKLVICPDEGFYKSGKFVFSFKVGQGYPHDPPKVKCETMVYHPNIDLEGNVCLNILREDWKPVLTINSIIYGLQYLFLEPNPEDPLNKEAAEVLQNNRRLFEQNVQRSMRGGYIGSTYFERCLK
Target sequence (Q13564 whole entry, looked up): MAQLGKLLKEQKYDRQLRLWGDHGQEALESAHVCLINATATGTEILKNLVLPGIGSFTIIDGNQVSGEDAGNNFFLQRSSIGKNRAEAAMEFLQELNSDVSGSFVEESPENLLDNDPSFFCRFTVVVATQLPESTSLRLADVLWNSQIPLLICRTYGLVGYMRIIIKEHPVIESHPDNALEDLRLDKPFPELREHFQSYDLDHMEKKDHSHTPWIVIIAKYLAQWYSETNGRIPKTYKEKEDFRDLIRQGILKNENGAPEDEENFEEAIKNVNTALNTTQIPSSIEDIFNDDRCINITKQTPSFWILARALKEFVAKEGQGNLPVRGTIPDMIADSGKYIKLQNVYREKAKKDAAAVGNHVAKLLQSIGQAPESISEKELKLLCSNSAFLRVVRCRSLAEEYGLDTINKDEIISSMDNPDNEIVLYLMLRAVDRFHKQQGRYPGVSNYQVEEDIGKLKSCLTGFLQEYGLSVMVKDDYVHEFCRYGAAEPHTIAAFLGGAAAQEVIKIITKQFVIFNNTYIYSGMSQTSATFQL
* hit, by the source's call; i = inactive; . = not tested or not shown; + = active, no number.

SMILES	MLLE-PAM2 inh	FAS TE block	MT1-MMP act inh	Rpn11 inh	Rin1-Abl PPI inh	CSN deneddyl inh	NadD block	SKN-1 inh	Neddylation inh
NC(CSC(c1ccccc1)(c1ccccc1)c1ccccc1)C(=O)O (stereo not given)	18	3	-1	i	0	2	22	22	i
CCCCCn1nnnc1C1c2ccccc2C(=O)N1Cc1ccco1 (stereo not given)	.	-9	1	.	.	-1	-5	2	i
Cc1ccc(N(CC2CO2)S(=O)(=O)c2ccc(C)cc2)cc1 (stereo not given)	-9	3	2	i	-2	1	-4	6	i
N#CCc1nn2c(-c3ccccc3)ccnc2c1C#N	-22	36	2	i	-3	2	1	43*	.
CC1(C)Cc2c(C#N)c(N3CCOCC3)nc(Cc3ccccc3)c2CO1	3	14	-2	i	1	2	-10	0	.
COC(=O)c1nc(Cl)c(Cl)c(N)c1Cl	9	-4	3	i	0	1	-6	2	i
Cc1c(O)nc(SC2CC(=O)N(c3cc(Cl)cc(Cl)c3)C2=O)[nH]c1=O (stereo not given)	36	10	-2	i	-1	3	-1	-1	i
Cc1ccc(N=C2S/C(=C\c3cn(CC(=O)O)c4ccccc34)C(=O)N2C)cc1	-19	3	-11	i	-4	-14	15	-6	i
Cc1ccc(NC(=O)CC2CS(=O)(=O)CC2CC(=O)Nc2ccc(C)c(C)c2)cc1C (stereo not given)	5	5	1	i	3	-1	-7	23	i
CC(=O)C1C(c2ccc(Cl)cc2)c2c(n[nH]c2C)CC1(C)O (stereo not given)	-1	-1	-2	i	-2	5	3	1	i
CCc1cccc2c(C(=O)C(NCCOC)c3ccccc3)c[nH]c12 (stereo not given)	12	-3	6	i	3	2	-4	-6	i
CC(=O)N/C(=N\OCc1ccccc1Cl)c1nonc1NC(C)=O	3	-6	2	i	0	2	-1	-4	i
COC(=O)c1ccc(NC(=O)c2cccnc2)cc1	4	-4	2	i	3	-5	-3	10	i
O=C(Nc1cccnc1)c1cccc(S(=O)(=O)Nc2cccc(Cl)c2)c1	8	7	-8	i	-2	-7	-2	17	i
O=C(c1cccs1)N1C[C@@H](n2cc(-c3ccc(F)cc3)nn2)[C@H](O)C[C@@H]1c1ccc(Cl)cc1	-1	14	0	i	0	-1	10	12	i
Cc1ccc(OC(=O)CCN2C(=O)c3ccccc3C2=O)cc1C	8	6	4	i	-2	111	-2	-3	i
Cc1ccc(-c2csc3ncnc(N4CCN(S(=O)(=O)c5cccs5)CC4)c23)cc1	3	47	-9	i	2	-4	16	-17	i
CCC(C)NS(=O)(=O)c1ccc(F)c(C(=O)Nc2c(F)cc(F)cc2Br)c1 (stereo not given)	-7	0	-1	i	1	-1	-4	7	i
CC(C)CN(C(=O)COC(=O)CCC(=O)c1ccc(Cl)cc1)c1c(N)n(Cc2ccccc2)c(=O)[nH]c1=O	-10	-9	-1	i	0	4	10	1	i
CN(C)CCN(C)C1CN(C2CCCC2)S(=O)(=O)C1 (stereo not given)	9	-22	4	i	1	-7	-6	5	i
COc1ccc(S(=O)(=O)Nc2ccc(C)cc2)cc1OC	12	-8	-1	i	-4	-2	-2	-14	i
CC(Oc1ccccc1)C(=O)NC1CCSc2ccccc21 (stereo not given)	-18	7	-5	i	4	2	-7	-18	i
COc1cc(/C=C2\NC(=S)N(C)C2=O)ccc1OCc1cccc(F)c1	-122	-1	0	i	3	3	-8	7	i
Cc1c(C(=O)N(C)C(C)c2ccccn2)oc2c(F)cccc12 (stereo not given)	-9	-3	-2	i	1	5	-9	-7	i
COc1ccc(N2C(=O)CCC2(C(N)=O)c2ccccc2)cc1 (stereo not given)	-13	-8	4	i	-1	-5	1	6	i
Further results
SMILES	MLLE-PAM2 inh	FAS TE block	MT1-MMP act inh	Rpn11 inh	Rin1-Abl PPI inh	CSN deneddyl inh	NadD block	SKN-1 inh	Neddylation inh
Cc1cccc(NC(=S)N(C)C)c1C	-65	-4	-1	i	-2	7	1	-10	i
CCCn1nnnc1NC(=O)c1cc(Cl)ccc1Cl	4	-9	7	i	-3	2	4	7	i
COC(=O)/C(=N/Nc1cccc(C)c1)N1CCCc2ccccc21	7	-9	1	i	2	-3	-3	0	i
N#Cc1cnn(-c2ccccc2)c1NC(=O)CN1CCN(c2ccccc2)CC1	-3	0	9	i	0	5	0	-5	i
CNS(=O)(=O)c1cc(Cl)ccc1Sc1ccccc1C(=O)O	-5	-6	3	i	-1	-1	-6	1	i
CCOc1ccc(NC(=O)CN(C)C(=O)c2ccc3[nH]c4c(c3c2)CC(C)CC4)cc1OCC (stereo not given)	-16	10	2	i	-1	-1	8	29	i
CCN(CC)CCNC(=O)C1c2ccccc2C(=O)N(C)C1c1cn(C)c2ccccc12 (stereo not given)	-8	-6	-2	i	-1	-1	-9	-17	i
O=C1NCCCC1C(=O)NCCNC(=O)C(F)(F)F (stereo not given)	-13	-9	3	i	-1	-1	0	-5	i
O=C(c1ccc(Cl)cc1)N1CCN(c2ccc([N+](=O)[O-])c(NCc3cccnc3)c2)CC1	-4	6	11	i	-5	0	9	24	i
COc1ccc(CCC(=O)NCc2ccco2)cc1	17	-10	-6	i	-1	5	-2	-19	i
CCCOc1ccc(NC(=O)CC2C(=O)Nc3ccccc3N2CC(=O)N2CCCC2)cc1 (stereo not given)	-5	3	0	i	0	-5	-2	-29	i
Cc1ccc(NC(=O)COC(=O)c2cc(C)nc3ccccc23)c([N+](=O)[O-])c1	0	-1	7	i	-1	0	-2	-4	i
CCOC(=O)c1cc(-c2cccc(O)c2)oc1C	.	-1	1	.	.	-1	-4	4	i
CC(C)(C)n1nc2c(c1NC(=O)c1cc3ccccc3o1)CSC2	47*	2	-10	i	-1	0	2	3	i
CSc1nnc2c(n1)[nH]c1c(C)cccc12	19	-1	8	i	-9	2	5	17	i
Cc1cc(C)cc(NC(=O)c2nccnc2C(=O)O)c1	13	-11	1	i	-2	0	-2	0	i
O=C(COc1ccccc1)n1nc(-c2ccc(Cl)cc2)nc1NCc1ccco1	9	4	13	i	-5	-3	3	15	i
N#C/C(=C\c1ccc(O)c(O)c1)C(=O)NCCc1ccccc1	-15	2	2	i	-1	-3	0	-14	i
CCCC1C(c2ccco2)NC(c2ccco2)CC1(C)O (stereo not given)	3	-7	-10	i	4	11	0	-5	i
Cc1cc(C)c(S(=O)(=O)n2ccc(-c3ccc(OCCN(C)c4ccccn4)cc3)n2)c(C)c1	-10	20	6	+	6	3	6	-12	i
N#CCCn1c(C(C#N)(CCC#N)CCC#N)nc2ccccc21	-6	-3	3	i	3	2	3	5	i
O=C(CN1CCOCC1)Nc1ccc2c(c1)CCC2	-1	-4	-1	i	-5	-5	-4	5	i
Cc1ccc(C)c(S(=O)(=O)/N=C2\C=C(NS(=O)(=O)c3ccccc3)C(=O)c3ccccc32)c1	13	8	23	i	-2	3	29*	39*	i
COC(=O)c1ccccc1OC(=O)c1cc[n+]([O-])cc1	-7	-6	1	i	2	0	-2	3	i
COc1ccc(C2=CC(=O)C[C@H](c3ccc(F)cc3)C2)cc1OC	0	15	2	i	1	0	-10	-5	i

Arranged by value in Rin1-Abl PPI inh (ascending): 3 from the list above
molecule	Rin1-Abl PPI inh
O=C(CN1CCOCC1)Nc1ccc2c(c1)CCC2	-5
CCCOc1ccc(NC(=O)CC2C(=O)Nc3ccccc3N2CC(=O)N2CCCC2)cc1 (stereo not given)	0
N#CCCn1c(C(C#N)(CCC#N)CCC#N)nc2ccccc21	3

Profiles as entered above:
`Cc1ccc(NC(=O)COC(=O)c2cc(C)nc3ccccc23)c([N+](=O)[O-])c1` reads MLLE-PAM2 inh = 0; FAS TE block = -1; MT1-MMP act inh = 7; Rpn11 inh = i; Rin1-Abl PPI inh = -1; CSN deneddyl inh = 0; NadD block = -2; SKN-1 inh = -4; Neddylation inh = i
`CCCOc1ccc(NC(=O)CC2C(=O)Nc3ccccc3N2CC(=O)N2CCCC2)cc1` (stereo not given) reads MLLE-PAM2 inh = -5; FAS TE block = 3; MT1-MMP act inh = 0; Rpn11 inh = i; Rin1-Abl PPI inh = 0; CSN deneddyl inh = -5; NadD block = -2; SKN-1 inh = -29; Neddylation inh = i

In the list so far, these contain an NH in an aromatic ring.
SMILES	MLLE-PAM2 inh	FAS TE block	MT1-MMP act inh	Rpn11 inh	Rin1-Abl PPI inh	CSN deneddyl inh	NadD block	SKN-1 inh	Neddylation inh
Cc1c(O)nc(SC2CC(=O)N(c3cc(Cl)cc(Cl)c3)C2=O)[nH]c1=O (stereo not given)	36	10	-2	i	-1	3	-1	-1	i
CC(=O)C1C(c2ccc(Cl)cc2)c2c(n[nH]c2C)CC1(C)O (stereo not given)	-1	-1	-2	i	-2	5	3	1	i
CCc1cccc2c(C(=O)C(NCCOC)c3ccccc3)c[nH]c12 (stereo not given)	12	-3	6	i	3	2	-4	-6	i
CC(C)CN(C(=O)COC(=O)CCC(=O)c1ccc(Cl)cc1)c1c(N)n(Cc2ccccc2)c(=O)[nH]c1=O	-10	-9	-1	i	0	4	10	1	i
CCOc1ccc(NC(=O)CN(C)C(=O)c2ccc3[nH]c4c(c3c2)CC(C)CC4)cc1OCC (stereo not given)	-16	10	2	i	-1	-1	8	29	i
CSc1nnc2c(n1)[nH]c1c(C)cccc12	19	-1	8	i	-9	2	5	17	i

Further entries:
SMILES	MLLE-PAM2 inh	FAS TE block	MT1-MMP act inh	Rpn11 inh	Rin1-Abl PPI inh	CSN deneddyl inh	NadD block	SKN-1 inh	Neddylation inh
C#CCn1c(S(=O)(=O)Cc2ccc(OC)cc2)nc(-c2ccccc2)c1-c1ccccc1	-12	32	-11	i	-1	2	0	-3	i
COc1cccc(-n2c(-c3ccco3)nc3nc4ccccc4nc32)c1	-18	0	-9	i	-3	19	5	16	i
CCOP(=O)(OCC)c1nc(-c2cccc3ccccc23)oc1N1CCCCC1	-7	11	-4	i	0	-8	1	7	.
O=C(c1ccccc1F)N1CCN(C(=O)C(c2ccccc2)c2ccccc2)CC1	-8	-2	-2	i	0	-3	-12	0	i
O=c1c2cc([N+](=O)[O-])ccc2nc2n1CCCC2	-3	0	-2	i	-2	-5	1	16	i
COc1cccc(C(C(=O)NC2CCCCC2)N(C(=O)c2ccco2)c2ccc(-n3cnnn3)c(C)c2)c1 (stereo not given)	5	17	-7	i	0	-2	7	20	i
Cc1nn(-c2ccccc2)c(C)c1C(=O)OC(C)C(=O)Nc1ccc(C(N)=O)cc1 (stereo not given)	-11	-6	2	i	1	1	2	1	i
COc1ccc(C(=O)OCC(=O)N(Cc2ccccc2)Cc2ccccc2)c(O)c1	3	24	1	i	1	-2	-3	1	i
CCOC(=O)C1CCN(C(=O)CC(C)S(=O)(=O)c2ccc3c(c2)NC(=O)CO3)CC1 (stereo not given)	20	-6	-2	i	2	-5	-7	8	i
NC(=O)C1CCN(CC(=O)Nc2nccs2)CC1	-1	-1	0	i	0	4	-1	-12	i
COc1ccc(/C=N/NC(=O)CSCC(=O)Nc2ccccc2)cc1OC	-4	-3	3	i	-2	5	-9	12	i

Random draw from the library; about 3.9% have a hit in one of these screens.
